# Bioassay records as filed in PubChem BioAssay.
# Tau fluor cs = counter-screen for tau fibril formation inhibitors | hit rate 0.93% among 280,000 | AID 1463 | tau K18 P301L Alexa594 fluorescence, heparin fibrillization | Potency, µM (doses to about 57.7 µM), without a hit: at the top dose activity change, negative = decrease; also: nearly all actives have a fitted effect of over 55% in size
#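 Human K18 P301L tau (15 uM unlabeled plus 0.24 uM Alexa 594-labeled, final) in 100 mM sodium acetate pH 7 was mixed with compound and 20 uM heparin and incubated 6 hr at 37 C.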
# Tau fibril FP = inhibitors of human tau fibril formation | hit rate 0.39% among 280,000 | K18 P301L tau heparin fibrillization, Alexa594 FP, 6 h | Potency, µM (titrated, usually from 57.7 µM), for inactives: top-dose activity, negative = inhibition, usual class: inhibitors | AID 1468; also: nearly all actives have a fitted effect of over 55% in size
# Target sequence (P10636 561-689 P618L limits assumed): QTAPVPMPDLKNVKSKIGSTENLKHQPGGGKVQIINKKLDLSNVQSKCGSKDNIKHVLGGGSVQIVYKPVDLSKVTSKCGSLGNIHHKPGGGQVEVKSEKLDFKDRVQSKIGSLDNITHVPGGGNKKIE
#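 Heparin (20 uM) drove fibril formation of recombinant tau K18 P301L, 15 uM unlabeled with 0.24 uM Alexa 594 label, for 6 hr at 37 C in 100 mM sodium acetate pH 7. Fluorescence polarization (555/632 nm) read 1 hr after 30 uM ThT.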
# TR SRC2 fluor cs = Texas Red fluorescence interference in TRb-SRC2 counter-screen; TRb/SRC2 Texas Red total fluorescence interference; AID 1479; Potency, µM (series often up to 106 µM), inactives show at the top dose fluorescence change, negative = quenching; hit rate 0.29% among 280,000; active = well fitted curve in either direction with a large enough effect; inconclusive = small, poorly fitted or top-dose-only effect
#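 Human TRβ ligand-binding domain (0.6 uM) and Texas Red SRC2 peptide (20 nM) in Tris buffer with 1 uM T3 and 5% DMSO were incubated with pinned compound for 5 hr at ambient temperature. Total fluorescence was computed as S + 2P (555/632 nm).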
# Tau fibril ThT = tau fibrillization inhibition (ThT binding) | Potency, µM (titrated, usually from 57.4 µM), for the others: at the top dose activity, negative = inhibition, usual class: inhibitors | P10636 | AID 1460 | recombinant tau K18 P301L (four-repeat tau fragment), heparin-induced fibrillization, ThT fluorescence | hit rate 2.1% among 270,000; also: nearly all actives have a fitted effect of over 55% in size
#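 Aggregation was driven by heparin (20 uM final) acting on recombinant tau […] bearing P301L in 100 mM sodium acetate pH 7; fibrils were detected with Thioflavin T.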
# ALDH1A1 block = inhibitors of human aldehyde dehydrogenase 1A1 | Purified ALDH1A1, NADH fluorescence, propionaldehyde substrate | P00352 | Potency, µM (doses to about 75.3 µM), inactives show at the highest dose activity, negative = inhibition, hits mostly inhibitors | hit rate 7.3% among 220,000; active = well fitted inhibition curve with a large enough effect, not every such curve was filed as active; inconclusive = small, poorly fitted or top-dose-only effect, or another doubt; inactive = no such curve, though single readings can be large or run the other way;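 also: plate controls were no enzyme wells and a reference inhibitor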
# L3MBTL1 inh = blocks human L3MBTL1 | Potency, µM (doses to about 57.1 µM), inactives show top-dose activity, negative = inhibition, actives largely listed as inhibitors | AlphaScreen L3MBTL1–H3K9me1 peptide binding | AID 485360 | hit rate 0.66% among 230,000; also: nearly all actives have a fitted effect of over 60% in size
#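 First, the protein-peptide complex forms for 30 min at room temperature (L3MBTL1 50 nM, biotinylated H3K9me1 peptide 75 nM). Next, compounds are pin-transferred and incubated 30 min. Finally, AlphaScreen beads are added and read after 30 min.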
# TRb-SRC2 inh = TRbeta-SRC2 interaction inhibition. TRbeta-SRC2 peptide binding, fluorescence polarization; receptor liganded with 1 µM T3. Potency, µM (highest dose often 106 µM), inactives show top-dose activity change, negative = inhibition, usual class: inhibitors. hit rate 0.065% among 280,000. AID 1469;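 also: plate controls were bound peptide for no effect and peptide without receptor for full effect; nearly all actives have a fitted effect of over 50% in size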
# Target sequence (P10828 whole entry, looked up): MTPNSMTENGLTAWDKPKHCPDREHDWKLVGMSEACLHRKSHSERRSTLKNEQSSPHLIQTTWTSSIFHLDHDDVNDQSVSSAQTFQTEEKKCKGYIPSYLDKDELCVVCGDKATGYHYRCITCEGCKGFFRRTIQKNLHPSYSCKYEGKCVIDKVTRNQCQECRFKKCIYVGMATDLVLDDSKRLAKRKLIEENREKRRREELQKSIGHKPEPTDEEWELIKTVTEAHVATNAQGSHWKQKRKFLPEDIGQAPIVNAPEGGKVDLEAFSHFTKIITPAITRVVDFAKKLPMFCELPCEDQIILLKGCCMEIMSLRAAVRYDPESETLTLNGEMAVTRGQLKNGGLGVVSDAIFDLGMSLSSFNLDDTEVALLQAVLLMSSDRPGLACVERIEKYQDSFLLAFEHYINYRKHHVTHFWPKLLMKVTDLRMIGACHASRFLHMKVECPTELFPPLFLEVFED
#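 Decrease in fluorescence polarization of 20 nM Texas Red SRC2 coactivator peptide flagged inhibition of its binding to 0.6 uM TRb LBD; 1 uM T3 included, incubation 5 hr, ex 555/em 632 nm.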
# GLA spleen mod = inhibitors or activators of human alpha-galactosidase in spleen homogenate | AID 2107 | P06280 | Potency, µM (doses to about 80 µM), inactives show at the top dose activity change, negative = inhibition, most hits filed as inhibitors | hit rate 0.008% among 240,000 | human spleen homogenate, 4MU-alpha-Gal fluorescence, 40 min;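 also: 0% = enzyme with vehicle and -100% = no enzyme basal signal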
# Target sequence (P06280 32-429 limits assumed): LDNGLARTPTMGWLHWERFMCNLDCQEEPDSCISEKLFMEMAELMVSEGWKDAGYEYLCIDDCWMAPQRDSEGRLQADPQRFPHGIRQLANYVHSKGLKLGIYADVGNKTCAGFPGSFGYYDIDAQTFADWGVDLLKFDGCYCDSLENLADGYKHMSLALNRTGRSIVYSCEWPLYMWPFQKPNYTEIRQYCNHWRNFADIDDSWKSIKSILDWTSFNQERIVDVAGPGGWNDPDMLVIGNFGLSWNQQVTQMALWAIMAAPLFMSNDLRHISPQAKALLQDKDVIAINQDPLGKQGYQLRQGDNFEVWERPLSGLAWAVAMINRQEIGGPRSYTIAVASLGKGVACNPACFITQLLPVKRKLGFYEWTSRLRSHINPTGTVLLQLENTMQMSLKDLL
#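 Inhibition or activation of alpha-galactosidase in human spleen homogenate is scored by 4-MU fluorescence after 40 min at 37C, pH 5.0, with 1 mM substrate. AC50s come from concentration-response fitted to the Hill equation.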
# The depositor's hits bear a star; ? = inconclusive; . = no result given; [ ] = remark or other dose. Unless noted, calls follow the shape of the dose curve; as a rule, active = well fitted curve in the direction sought with a large enough effect; inconclusive = small, poorly fitted or top-dose-only effect, or another doubt; inactive = no such curve, though single readings can be large; an effect the other way counts as inactive or inconclusive. Unless noted, % is scaled to controls: 0 for no effect and ±100 for the full control effect; potency is read from the fitted curve at half-maximal effect.
compound,GLA spleen mod,Tau fibril ThT,L3MBTL1 inh,Tau fibril FP,TRb-SRC2 inh,TR SRC2 fluor cs,Tau fluor cs,ALDH1A1 block
CCc1ccc(-n2c(SCC(=O)c3ccc4c(c3)NC(=O)CO4)nc3ccccc3c2=O)cc1,4%,-7%,2%,1%,7%,-1%,-15%,?
COc1ccc(S(=O)(=O)N[C@H](C(=O)O)C(C)C)cc1,10%,-9%,8%,0%,-4%,-3%,6%,-8%
CC(=O)NC1=NN(C(C)=O)C(C)(c2ccc(C)cc2)S1 (stereo unspecified),-5%,-1%,7%,-3%,-11%,-1%,0%,19%
Cc1c(C(=O)N2CCC(c3nc4ccccc4s3)CC2)oc2ccc(Cl)cc12,.,?,.,2%,0%,-6%,-14%,.
Fc1ccccc1Nc1nc(NCc2ccco2)nc(N2CCOCC2)n1,-11%,-1%,-15%,2%,-6%,-5%,-4%,-7%
CN(C(=O)c1ccc2c(c1)CCO2)C(C)(C)C,-4%,.,.,3%,-2%,-2%,11%,.
COc1ccc(OC)c(NC(=O)CN2C(=O)NC3(CCOc4ccccc43)C2=O)c1 (stereo unspecified),-4%,-10%,.,6%,-13%,-1%,-3%,8%
COc1cc(OC)nc(NC(=O)NS(=O)(=O)c2ccccc2Cl)n1,2%,-2%,2%,-3%,-6%,-2%,5%,.
Brc1ccccc1OCCNCc1ccccc1,-19%,-4%,.,-5%,-1%,-5%,-16%,4%
CC(=O)c1sc(NC(=O)c2cccnc2Cl)nc1C,-4%,-10%,3%,1%,4%,1%,-9%,?
Cc1ccc(-c2cc(Cc3ccncc3)c(=O)[nH]n2)cc1,-1%,.,.,-2%,1%,0%,0%,.
CC(=O)N/C(=C\c1ccc(C)cc1)C(=O)O,-3%,-3%,.,0%,2%,-3%,-8%,-12%
CSc1nncn1/N=C/c1ccc([N+](=O)[O-])cc1,2%,?,-1%,3%,9%,-2%,-1%,-1%
COc1cccc(NC(=O)CCN2CCN(CCO)CC2)c1,.,-2%,.,1%,-4%,6%,-1%,.
CCc1cc2cc(C)cc(C)c2nc1SCC(=O)Nc1cc(C)on1,-1%,-6%,-1%,4%,5%,-4%,-5%,4%
CCCN(CCC)C(=O)Nc1ccc(F)cc1F,2%,-14%,7%,-4%,8%,-2%,-18%,.
COC1=NS(=O)(=O)c2ccccc21,-2%,-6%,5%,2%,-3%,0%,-8%,8%
CCOc1cc(CN2CCN(c3ccc(C(C)=O)cc3)CC2)ccc1OC,-4%,?,-1%,3%,-3%,1%,-22%,18µM*
COc1cccc(/C=N/N2C(=O)NC3(CCCCC3)C2=O)c1O,-3%,-6%,.,0%,-8%,-2%,-2%,?
CCn1c(C)[n+](CCCS(=O)(=O)[O-])c2cc(Cl)c(Cl)cc21,11%,6%,0%,5%,-5%,-1%,6%,1%
COc1cc2c(-c3cc(Br)ccc3O)nc3c(c(C)nn3-c3ccccc3)c2cc1OC,.,-8%,.,11%,-2%,3%,-27%,.
O=C(NC1CC(=O)N(c2ccccc2)C1)C1CCCC1 (stereo unspecified),.,-5%,.,-14%,3%,0%,0%,.
Cc1nonc1CN(C)C(=O)c1ccc(OC2CCN(Cc3ccccn3)CC2)cc1,5%,-18%,-13%,6%,5%,-2%,6%,-10%
COc1cc(OC)c(S(=O)(=O)Nc2ccccc2NC(=O)CN2CCOCC2)cc1NC(C)=O,5%,-7%,16%,-9%,2%,-2%,-15%,7%
CCOc1ccc(S(=O)(=O)NCC(c2cccs2)S(=O)(=O)c2ccc(C)cc2)cc1 (stereo unspecified),.,-6%,.,?,-5%,-1%,-30%,.
Cc1ccccc1Nc1ncnc2c1c(-c1ccccc1)cn2-c1ccc(F)cc1,.,-14%,.,-10%,9%,-3%,-20%,.
CCc1cccc(NC(=O)CN2C=NS(=O)(=O)c3ccccc32)c1,.,-12%,.,?,-7%,0%,-29%,.
CSc1ncc(Cl)c(C(=O)N(Cc2ccc(C)cc2)C2CCS(=O)(=O)C2)n1 (stereo unspecified),.,8%,.,-1%,-3%,3%,-7%,.
Cc1c(-n2c(=S)[nH]c3ccccc3c2=O)c(=O)n(-c2ccccc2)n1C,8%,-8%,.,5%,9%,3%,-7%,7%
O=C(CSc1nnc(-c2cccs2)n1-c1ccccc1)c1ccc2c(c1)OCCO2,0%,-8%,-4%,2%,-9%,1%,1%,-6%
COc1cccc(NC(=O)C2CC(=O)N/C(=N/NC(=O)c3ccc(C)cc3)S2)c1 (stereo unspecified),9%,-15%,3%,-4%,-9%,-3%,-8%,.
COC(=O)c1oc2ccc(Cl)cc2c1NC(C)=O,-7%,-3%,-3%,1%,-1%,-1%,3%,4%
COc1ccc(C(=O)N/C(=C\c2cc(OC)c(OC)cc2[N+](=O)[O-])C(=O)NCC(=O)O)cc1,0%,?,10%,-6%,2%,0%,-1%,-4%
Cc1cc(Cl)ccc1OCc1nc(-c2ccncc2)no1,-8%,?,33%[activator],11%,-2%,-2%,-13%,6%
CCOc1ccc(-c2c(C)n([O-])c3c([n+]2=O)CCCCC3)cc1,2%,3%,0%,3%,8%,-1%,9%,6%
O=C(NC1=NCCS1)c1ccncc1,5%,7%,-4%,-11%,-5%,-6%,-9%,10%
CCCCOc1cccc(C(=O)NNC(=S)NC2CCCCC2)c1,2%,-10%,54%[activator],4%,6%,0%,-27%,-15%
CC1CCCCN1CCNC(=O)c1cc2c(=O)n(C)c3ccccc3c2n1C (stereo unspecified),-3%,?,11%,-7%,-3%,0%,-5%,?
Cn1c(C(O)c2ccccc2F)nc(Cl)c1Cl (stereo unspecified),8%,-2%,2%,5%,6%,3%,6%,10%
COc1ccc(C)cc1NC(=O)Nc1ccccc1OCc1cc(=O)n2ccccc2n1,.,?,.,-2%,6%,-3%,?,.
CCCCNC(=O)c1nn(-c2ccccc2OC)c(=O)c2ccccc12,10%,-2%,.,1%,0%,1%,-7%,?
CCC(CC)C(=O)Nc1ccc(S(=O)(=O)Nc2nccs2)cc1,10%,2%,4%,3%,2%,1%,8%,-1%
S=c1[nH]nc(-c2cccs2)n1/N=C/c1cccs1,5%,-5%,-3%,6%,14%,-2%,-8%,?
COc1ccccc1OCC(=O)Nc1nnc2n1CCS2,.,-8%,.,1%,3%,-2%,-9%,.
Cc1cccc(C(=O)OC2CCN(C)CC2)c1,4%,-2%,-20%,1%,-6%,-4%,-4%,6%
C/C(=C\C=C(C#N)C#N)c1cc(C#N)c(N)o1,6%,13µM*,-21%,-10%,?,26%,-15%,?
COc1ccc(N2C(=O)CC(S/C(N)=N/N=C(\C)c3cccs3)C2=O)cc1 (stereo unspecified),-1%,-13%,-5%,-1%,0%,1%,-20%,-1%
Cc1ccc(N2CC(=O)N(c3ccc(C)cc3)CC2=O)cc1,0%,3%,1%,10%,4%,0%,1%,3%
CCN1CCCC1CNCC(=O)Nc1ccc(OC(F)(F)F)cc1 (stereo unspecified),5%,-10%,.,-6%,-3%,0%,-10%,.
CCO[C@@H]1OC(C(=O)N2CCN(Cc3ccccc3)CC2)=C[C@H](C2CC2)[C@H]1CCCO,12%,-4%,0%,9%,-8%,-1%,5%,?

# Sorted by SMILES length (ascending): part of the list above.
compound,GLA spleen mod,Tau fibril ThT,L3MBTL1 inh,Tau fibril FP,TRb-SRC2 inh,TR SRC2 fluor cs,Tau fluor cs,ALDH1A1 block
C/C(=C\C=C(C#N)C#N)c1cc(C#N)c(N)o1,6%,13µM*,-21%,-10%,?,26%,-15%,?
CCC(CC)C(=O)Nc1ccc(S(=O)(=O)Nc2nccs2)cc1,10%,2%,4%,3%,2%,1%,8%,-1%
COc1ccc(C)cc1NC(=O)Nc1ccccc1OCc1cc(=O)n2ccccc2n1,.,?,.,-2%,6%,-3%,?,.
CCO[C@@H]1OC(C(=O)N2CCN(Cc3ccccc3)CC2)=C[C@H](C2CC2)[C@H]1CCCO,12%,-4%,0%,9%,-8%,-1%,5%,?

# Remaining list, next part:
compound,GLA spleen mod,Tau fibril ThT,L3MBTL1 inh,Tau fibril FP,TRb-SRC2 inh,TR SRC2 fluor cs,Tau fluor cs,ALDH1A1 block
OC1COC(OCC2OC(OCc3ccccc3)C(O)C(O)C2O)C(O)C1O (stereo unspecified),5%,-8%,12%,1%,-7%,-1%,-5%,3%
COc1ccc(S(=O)(=O)N2CC3C4C=CC(C4)C3C2)cc1 (stereo unspecified),3%,-5%,-2%,2%,-4%,1%,3%,?
COc1ccc([N+](=O)[O-])cc1NC(=O)COC(=O)c1ccc(O)cc1,2%,5%,14%,-1%,-3%,0%,-16%,.
CCCCCn1c(CCCNC(=O)c2cccc(C)c2)nc2ccccc21,.,?,.,-1%,2%,-1%,-15%,.
CCN1c2ccccc2-c2nc(SCC(=O)NCc3ccccc3)ncc2S1(=O)=O,.,11%,.,-12%,-1%,-1%,-13%,.
Oc1c(Br)cc(/C=N/NC(=S)NCC2CCCO2)cc1Br (stereo unspecified),-4%,-12%,-1%,0%,2%,-3%,-8%,.
CS(=O)(=O)c1ccc2nc(NC(=O)c3ccc(Cl)nc3)sc2c1,2%,-8%,.,6%,2%,-1%,-7%,?
Cc1cnc([N+](=O)[O-])n1CCOC(=O)NC(=O)c1c(F)cccc1F,7%,1%,-1%,2%,-2%,-2%,-1%,0%
Cc1ccc(C)c(NC(=O)CSc2cn(CC(=O)N3CCCC3)c3ccccc23)c1,.,-1%,.,2%,-17%,0%,-1%,.
COc1ccc2c(c1)OC13CCN(C)CC1C2C(C(=O)c1ccc(F)cc1)C(=O)N3 (stereo unspecified),-1%,-10%,-7%,7%,0%,-2%,-15%,12%
CCc1nnc(NC(=O)C(NS(=O)(=O)c2ccc3c(c2)OCCO3)C(C)C)s1 (stereo unspecified),6%,-16%,8%,1%,0%,0%,-5%,4%
COc1ccc(CC(=O)OC2CCCN(C)C2)cc1 (stereo unspecified),-4%,0%,4%,0%,5%,0%,5%,-2%
O=C(O)CCOc1ccc2c(c1)OCCO2,2%,-9%,.,2%,-5%,-2%,-10%,4%
